EBV LMP1 NFkB: reduces LMP1-driven NF-kappaB luciferase signal. 350,000 tested, 0.69% active. LMP1-induced NF-kappaB luciferase reporter cells, luminescence. AID 504558. inhibition, % at 12.5 µM; in the data active = inhibition above about 41%;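 note: 0% = neutral control wells and 100% = reference inhibitor control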
SRC2 inh: human SRC2 (NCOA2) inhibition; HEK293 GAL4-SRC2 luciferase reporter, luminescence; inhibition, % at 9 µM; AID 651957; 370,000 tested, 0.17% active; Q15596;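 active = inhibition above the mean inhibition of all tested compounds plus 3 SD, set per campaign, cut at about 52% in these data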;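 note: 0% = DMSO treated cells and 100% = cells given Gossypol at 36 µM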
NOD2 RIPK2 PPI: blocks binding of human NOD2 to RIPK2; inhibition, % at 4.98 µM; 360,000 tested, 0.38% active; O43353; CHO BLA complementation NOD2-RIPK2, CCF4 ratio; in the data active = inhibition above about 21%;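 note: 0% = vehicle only and 100% = reference blocker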
NCOA3 inh: human NCOA3 inhibition. Q9Y6Q9. HEK293 GAL4-SRC3 luciferase reporter, luminescence. inhibition, % at 3.6 µM. 360,000 tested, 0.17% active;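 active = inhibition above a per-campaign cutoff, the mean of all compounds plus 3 SD, cut at about 60% in these data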;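 note: 0% = DMSO-treated cells and 100% = gossypol-treated cells at 36 µM; higher means less SRC3-driven luciferase light from the GAL4 reporter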
ABHD5 PLIN5 PPI: blocks binding of human ABHD5 to perilipin-5; Q00G26+Q8WTS1; 360,000 tested, 0.78% active; Split G. princeps luciferase complementation, luminescence, 4 h; AID 602281; inhibition, % at 4 µM;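 active = inhibition above the mean inhibition across every tested compound plus 3 SD, cut at about 22% in these data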;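 note: 0% = DMSO only wells and the 100% control is not disclosed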
MC4R ag barr: agonists of human melanocortin 4 receptor (MC4R) beta-arrestin | P32245 | U2OS MC4R beta-arrestin complementation, luminescence; percent of melanotan II response, DMSO zero | activation, % at 8.9 µM | 360,000 tested, 0.98% active | AID 540308;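 active = activation above a per-plate cutoff, the mean activation of sample wells on that plate plus 3 SD, cut at about 8% in these data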
Target sequence (P32245 whole entry, looked up): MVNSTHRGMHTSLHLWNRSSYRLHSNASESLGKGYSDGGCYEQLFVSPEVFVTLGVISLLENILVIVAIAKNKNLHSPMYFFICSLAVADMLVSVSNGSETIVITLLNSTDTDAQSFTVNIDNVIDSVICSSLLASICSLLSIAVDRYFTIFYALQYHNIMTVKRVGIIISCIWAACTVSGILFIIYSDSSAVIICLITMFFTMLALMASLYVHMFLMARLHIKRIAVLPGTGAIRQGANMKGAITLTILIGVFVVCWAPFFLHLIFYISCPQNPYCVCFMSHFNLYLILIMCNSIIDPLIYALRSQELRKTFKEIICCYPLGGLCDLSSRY
COUP-TFII inh: inhibitors of human COUP-TFII (NR2F2). P24468. HEK293T NGFI-A luciferase reporter, luminescence. 370,000 tested, 0.7% active. AID 686940. inhibition, % at 8.6 µM;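 active = inhibition above a per-plate cutoff, mean inhibition of test wells between control levels plus 3 SD, cut at about 38% in these data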;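 note: cells cotransfected with COUP-TFII expression vector driving the NGFI-A reporter; 0% = median of COUP-TF2 test wells and 100% = reporter-only cells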
NR5A2 inv ag: suppresses constitutive activity of human LRH-1; 360,000 tested, 0.13% active; O00482; HEK293T StAR-luciferase reporter, LRH-1 transfected, 24 h; AID 602396; inhibition, % at 3.6 µM;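 active = inhibition above the mean inhibition of all tested compounds plus 3 SD, cut at about 73% in these data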;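 note: 0% = DMSO wells and 100% = reporter-only cells lacking LRH-1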
Target sequence (O00482 whole entry, looked up): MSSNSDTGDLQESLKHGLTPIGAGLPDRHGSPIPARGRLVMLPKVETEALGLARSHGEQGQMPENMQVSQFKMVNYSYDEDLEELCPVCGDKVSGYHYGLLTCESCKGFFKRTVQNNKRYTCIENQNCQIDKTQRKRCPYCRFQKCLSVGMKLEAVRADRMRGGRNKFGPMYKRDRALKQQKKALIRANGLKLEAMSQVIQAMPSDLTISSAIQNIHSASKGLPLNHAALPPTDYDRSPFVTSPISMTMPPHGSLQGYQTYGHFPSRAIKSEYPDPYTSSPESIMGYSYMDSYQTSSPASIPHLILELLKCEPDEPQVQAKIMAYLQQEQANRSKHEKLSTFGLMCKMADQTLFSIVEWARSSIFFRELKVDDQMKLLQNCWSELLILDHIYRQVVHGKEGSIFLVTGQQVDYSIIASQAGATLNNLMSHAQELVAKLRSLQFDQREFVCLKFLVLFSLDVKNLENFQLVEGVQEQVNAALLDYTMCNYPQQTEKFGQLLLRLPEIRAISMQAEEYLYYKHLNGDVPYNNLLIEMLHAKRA
SRC1 inh: human NCOA1 inhibition; Q15788; HEK293 GAL4-SRC1 luciferase reporter, luminescence; inhibition, % at 3.6 µM; 360,000 tested, 0.12% active; AID 588354;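 active = inhibition above the campaign mean plus 3 SD, with each screening campaign given its own cutoff, cut at about 60% in these data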;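 note: 0% = DMSO treated cells and 100% = gossypol at 36 µM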
MC4R antag cAMP: blocks human MC4R cAMP signaling. P32245. MC4R-expressing cells, MTII-stimulated cAMP, LANCE TR-FRET. inhibition, % at 6.5 µM. 360,000 tested, 0.48% active;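 active = inhibition above its plate's cutoff, the mean of tested wells on that plate plus 3 SD, cut at about 29% in these data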;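 note: 0% = Melanotan II alone and 100% = Melanotan II plus saturating MCL0020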
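System: U2OS cells stably expressing human melanocortin 4 receptor (MC4R). Reagent: Melanotan II challenge after compound preincubation. Doses: 6.5 µM. Times: 30-min compound, 1-h challenge, 1-h detection, room temperature. Measured by: TR-FRET with Eu-cAMP and labeled anti-cAMP, 671 nm. Replicates: singlicate.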
TLR9-MyD88 inh: TLR9-MyD88 interaction inhibition. Q9NR96+Q99836. CHO BLA complementation TLR9-MyD88, CCF4 FRET ratio. inhibition, % at 4.98 µM. 340,000 tested, 0.21% active. AID 504734;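 active = inhibition above the mean over all tested compounds plus 3 SD, cut at about 21% in these data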;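 note: 0% = DMSO only wells and 100% = clavulanate BLA inhibitor control wells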
Starred values were filed as active, the others as inactive; · = no result given.

SMILES | EBV LMP1 NFkB | SRC2 inh | NOD2 RIPK2 PPI | NCOA3 inh | ABHD5 PLIN5 PPI | MC4R ag barr | COUP-TFII inh | NR5A2 inv ag | SRC1 inh | MC4R antag cAMP | TLR9-MyD88 inh
O=C(c1cc2ccccc2oc1=O)N(Cc1cccs1)C1CCS(=O)(=O)C1 (stereo not given) | -13 | -34 | -6 | -58 | 2 | 0.1 | -42 | -66 | -72 | 0 | -4
CCOc1cc(/C=N/NC(=O)c2ccncc2)ccc1OC(=O)c1ccc([N+](=O)[O-])cc1 | 5 | -12 | 1 | 8 | -3 | -0.7 | 4 | 12 | -5 | 5 | -3
CCOC(=O)C1CCN(C(=O)CCc2nnc3ccc(N4CCN(C)CC4)nn23)CC1 | 1 | -14 | -9 | -11 | 1 | -0.2 | 0 | -9 | 20 | 11 | 2
COc1ccc(NC(=O)CCOc2cc(C)ccc2C)cc1S(=O)(=O)N1CCCCC1 | 17 | 16 | 6 | -14 | -8 | 1.1 | 41* | 7 | 7 | 22 | -14
O=C(COc1ccc(Br)cc1)Nc1ccc(N2CCOCC2)cc1N1CCOCC1 | 1 | 4 | -4 | 16 | 2 | 0.1 | 4 | -18 | 7 | 10 | -17
CCOc1ccc(C(=O)C(C)=O)c(OCC)c1 | -3 | -18 | 6 | 2 | -5 | -1.5 | -1 | 7 | 3 | 2 | ·
C=CCn1c(=O)/c(=C\c2ccsc2)s/c1=C(/C#N)C(=O)NCCN1CCOCC1 | 5 | · | 5 | 5 | 2 | 0.8 | · | -17 | -14 | -1 | 7
C=CCNC(=O)CSc1nc2scc(-c3ccco3)c2c(=O)n1CC=C | 5 | -4 | -6 | 24 | 20 | -3.4 | 15 | 2 | -9 | 10 | -8
Cc1sc(NC(=O)Cn2nc(C(F)(F)F)cc2C)c(C(=O)OC(C)C)c1C | 7 | 12 | -8 | 10 | -1 | 0.1 | 13 | 2 | 3 | 0 | 7
CCCCCC[n+]1c(-c2ccccc2)csc1Nc1ccccc1 | 7 | -11 | -4 | 1 | -15 | -1.0 | -4 | -5 | 6 | 12 | 1

Brought forward from above: 2 entries; new compounds follow.
SMILES | EBV LMP1 NFkB | SRC2 inh | NOD2 RIPK2 PPI | NCOA3 inh | ABHD5 PLIN5 PPI | MC4R ag barr | COUP-TFII inh | NR5A2 inv ag | SRC1 inh | MC4R antag cAMP | TLR9-MyD88 inh
Cc1sc(NC(=O)Cn2nc(C(F)(F)F)cc2C)c(C(=O)OC(C)C)c1C | 7 | 12 | -8 | 10 | -1 | 0.1 | 13 | 2 | 3 | 0 | 7
CCCCCC[n+]1c(-c2ccccc2)csc1Nc1ccccc1 | 7 | -11 | -4 | 1 | -15 | -1.0 | -4 | -5 | 6 | 12 | 1
COc1cccc(C(=O)Nc2ccc(N3CCN(Cc4ccccc4)CC3)cc2)c1 | -8 | -34 | 1 | -11 | -1 | 1.0 | 19 | 18 | 4 | 7 | 3
COC(=O)c1c(-c2ccccc2)[nH]c(-c2nccc3ccccc23)c1C(=O)OC | -1 | -14 | -18 | -7 | 4 | -1.9 | -23 | 16 | -10 | 3 | 1
Cn1c(C(=O)NC2CCCCC2)cc2c(=O)n(C)c3ccccc3c21 | 6 | -34 | 4 | -9 | -11 | 3.3 | -4 | -27 | -2 | 9 | -7
CC1CCc2nc(NC(=O)CN3CCN(c4ccc(F)cc4)CC3)sc2C1 (stereo not given) | 0 | -1 | -4 | 7 | -14 | 0.8 | 2 | -8 | -16 | 7 | 3
CN(Cc1c(F)cccc1Cl)C(=O)c1cnc2ccccc2n1 | -1 | -1 | 6 | -3 | 0 | -2.0 | 0 | 1 | 6 | 1 | 3
Cc1ccc(S(=O)(=O)CCC(=O)Nc2nnc(-c3ccccc3S(C)(=O)=O)o2)cc1 | -6 | -11 | 3 | 6 | 5 | -2.6 | 9 | -8 | -4 | 6 | 5
COc1ccc(CCNS(=O)(=O)c2ccc(OC)c(OC)c2)cc1OC | 0 | -3 | 7 | 11 | -3 | -0.3 | -11 | 2 | -9 | 2 | -9
CCOC(=O)Cc1[nH]nc2c1C(c1cc(OC)ccc1OC)C(C#N)=C(N)O2 (stereo not given) | 3 | 1 | 2 | 10 | -2 | -3.1 | 1 | -1 | 5 | -3 | -3
CC(=O)c1ccc(NC(=O)CNCC(c2ccccc2)N(C)C)cc1 (stereo not given) | 20 | 3 | -12 | 6 | 0 | -0.7 | 9 | 4 | 2 | 12 | 3
O=[N+]([O-])c1ccccc1OCCCN1CCc2ccccc2C1 | -1 | 16 | -2 | -12 | 1 | -0.6 | -28 | 11 | -3 | 2 | 7
O=C(NN=C1C2CC3CC(C2)CC1C3)c1ccncc1 | -5 | -33 | 4 | 2 | 9 | -0.9 | -4 | 12 | -7 | 0 | 2
CC1(C(=O)NS(=O)(=O)c2ccc(Br)cc2)CCN1C(=O)C1(c2ccccc2)CC1 (stereo not given) | · | -6 | -15 | -11 | -2 | 1.8 | 21 | 10 | -2 | -1 | ·
NC(=O)c1ncn([C@@H]2O[C@H](CNCc3ccccc3OCc3ccc(Cl)cc3Cl)[C@@H](O)[C@H]2O)n1 | 2 | 9 | 3 | -22 | -3 | -0.9 | 26 | -3 | -4 | 6 | 4
COc1ccc(S(=O)(=O)Nc2ccccc2C(=O)NCc2cccnc2)cc1 | -7 | -10 | -3 | -3 | -8 | 0.4 | -10 | -16 | 7 | 14 | -4
CCCCc1nnc(NC(=O)CCc2ccccc2)s1 | -3 | 13 | 4 | -9 | 1 | 2.9 | -12 | -5 | 11 | -4 | 11
COc1ccc(NC(=O)C2CC(=O)N/C(=N/N=C/c3ccco3)S2)cc1 (stereo not given) | · | -18 | 5 | -1 | 0 | -1.2 | 1 | 6 | -12 | -6 | ·
NC(=O)C1CCN(C(=O)COc2ccc3ccc(=O)oc3c2)CC1 | -4 | 13 | 7 | 8 | 5 | -1.0 | 12 | 25 | -7 | 3 | 14
O=C1c2ccccc2C(=O)N1CC(O)CN1CCOCC1 (stereo not given) | -2 | 2 | -13 | 4 | 2 | -0.3 | -16 | 19 | -31 | 4 | -6
COc1ccc(OCC(=O)OCC(=O)Nc2ccc3[nH]c(=O)[nH]c3c2)cc1 | 3 | 18 | 5 | -19 | 0 | -0.4 | -10 | 3 | -2 | 14 | 0
COc1ccc(CNCC(O)(c2ccccc2)c2ccccc2)cc1 | -1 | -1 | 4 | 2 | 0 | 0.1 | 16 | -8 | 11 | 6 | 2

Quoted at random: four entries already listed
SMILES | EBV LMP1 NFkB | SRC2 inh | NOD2 RIPK2 PPI | NCOA3 inh | ABHD5 PLIN5 PPI | MC4R ag barr | COUP-TFII inh | NR5A2 inv ag | SRC1 inh | MC4R antag cAMP | TLR9-MyD88 inh
CCCCc1nnc(NC(=O)CCc2ccccc2)s1 | -3 | 13 | 4 | -9 | 1 | 2.9 | -12 | -5 | 11 | -4 | 11
NC(=O)C1CCN(C(=O)COc2ccc3ccc(=O)oc3c2)CC1 | -4 | 13 | 7 | 8 | 5 | -1.0 | 12 | 25 | -7 | 3 | 14
COc1ccc(NC(=O)C2CC(=O)N/C(=N/N=C/c3ccco3)S2)cc1 (stereo not given) | · | -18 | 5 | -1 | 0 | -1.2 | 1 | 6 | -12 | -6 | ·
O=C1c2ccccc2C(=O)N1CC(O)CN1CCOCC1 (stereo not given) | -2 | 2 | -13 | 4 | 2 | -0.3 | -16 | 19 | -31 | 4 | -6

(more compounds)
SMILES | EBV LMP1 NFkB | SRC2 inh | NOD2 RIPK2 PPI | NCOA3 inh | ABHD5 PLIN5 PPI | MC4R ag barr | COUP-TFII inh | NR5A2 inv ag | SRC1 inh | MC4R antag cAMP | TLR9-MyD88 inh
Cc1cc(C(=O)OCC(=O)NCc2ccccc2)c(C)o1 | 3 | -5 | 0 | 0 | 1 | -2.0 | -3 | 16 | -3 | 13 | 6
Cc1ccsc1/C=C1\SC(N2CCOCC2)=NC1=O | -13 | -36 | 0 | -32 | -2 | -3.0 | -9 | -12 | -42 | -3 | 3
CCN1CCN(c2ccc(NC(=O)c3ccc(C#N)cc3F)cc2Cl)CC1 | 6 | -25 | 3 | 0 | -1 | -3.1 | 14 | -2 | -18 | -1 | 11
CC(C)CC1C(=O)N(Cc2cn(Cc3ccco3)nn2)CCS(=O)(=O)N1Cc1ccc(-c2ccccc2)cc1 (stereo not given) | 13 | 5 | -7 | 9 | -4 | -0.9 | 25 | 8 | -7 | 13 | 0
CC(NC(=O)c1ccc(N)cc1)c1ccccc1 (stereo not given) | 2 | 24 | -1 | 6 | -3 | -2.3 | -8 | 10 | -6 | 10 | -2
Cc1ccc(-c2csc3nc(CN(C)Cc4ccccc4)[nH]c(=O)c23)cc1 | -6 | 14 | -11 | -10 | -3 | 2.8 | 2 | 5 | 3 | 18 | -5
O=C(C1CCCN(S(=O)(=O)c2cccc3nonc23)C1)N1CCN(c2ccccc2Cl)CC1 (stereo not given) | 10 | 29 | -7 | 8 | 4 | -1.6 | 16 | 5 | -4 | 7 | -7
COc1ccccc1OCCNC(=O)CN1C(=O)NC2(CCCCC2)C1=O | 3 | -25 | -11 | 0 | 8 | -0.4 | 1 | -3 | -13 | 4 | 8
CCOC(=O)N1CCN(C(=O)CS(=O)(=O)Cc2nc(-c3ccccc3C)oc2C)CC1 | 3 | 13 | 4 | 1 | 13 | -0.1 | 20 | -4 | 6 | 7 | -2
Cc1cc(=O)[nH]c(N/N=C/c2c(O)n(-c3ccccc3)c(=O)c3ccccc23)n1 | 0 | -22 | 8 | 2 | -4 | -3.1 | -3 | 12 | -19 | 4 | 1
COc1ccc2cc(S(=O)(=O)NCCCN3CCOCC3)ccc2c1 | 7 | -34 | -13 | 15 | 1 | -2.7 | 18 | 22 | 3 | -2 | 0
CCn1c(CSc2nc3ccccc3s2)n[nH]c1=S | -3 | -5 | 0 | -11 | 3 | -3.3 | -32 | -22 | -30 | 13 | -5
COc1ccc(C(=O)NNC(=O)CSc2nnc(COc3ccc4ccccc4c3)n2C)cc1 | -4 | -17 | -16 | 4 | 2 | 4.5 | -7 | 16 | -6 | -2 | -5
CCn1c(C)c(P(=O)(N2CCOCC2)N2CCOCC2)c2ccccc21 | -6 | -10 | 6 | 12 | -2 | -1.3 | 21 | -6 | 4 | 21 | -3
COc1cccc(N2CCN(C(=O)C3CCN(S(=O)(=O)c4cccs4)CC3)CC2)c1 | 8 | -4 | -9 | 9 | 2 | -3.3 | -4 | 13 | -10 | 0 | 0

Source: PubChem BioAssay (several laboratories)

A portion of the library; count on the stated rates, not on these rows.
